# SRC1 TRFRET art: TR-FRET detection interference compounds, primary screen, artefact control for PPARgamma SRC-1 recruitment agonists, biochemical, TR-FRET emission ratio; 99,000 compounds, 0.34% hits; AID 1051, 2008; TR-FRET ratio at 8 µM; TR-FRET detection artefact counter-screen; stronger effect = higher value; in the data active means TR-FRET ratio above about 2300; further: inactives centre near 1800
# SRC3 TRFRET art: TR-FRET detection interference compounds, artefact control for PPARgamma SRC-3 recruitment agonists, biochemical, TR-FRET ratio; AID 1048, 2008; 99,000 compounds, 0.39% hits; TR-FRET ratio at 8 µM; TR-FRET artefact counter-screen, PPARgamma/SRC-3 format; stronger effect = higher value; in the data active means TR-FRET ratio above about 2000; further: inactives centre near 1600
# * hit, by the source's call.
SMILES,SRC1 TRFRET art,SRC3 TRFRET art
O=C(NCc1ccc2c(c1)OCO2)c1nnc(Cc2ccc(F)cc2)o1,1946,1733
CN1CCNC(=O)C1CC(=O)NCCc1ccccc1F (stereo unspecified),1760,1474
CC1CN(CC(O)COC(c2ccc(Cl)cc2)c2ccc(Cl)cc2)CC(C)O1 (stereo unspecified),1834,1506
COc1cc(/C=C/C(=O)Nc2cc(S(=O)(=O)N3CCOCC3)ccc2N2CCCC2)cc(OC)c1OC,1922,1488
C=CCn1c(=NC(=O)c2cc(Cl)sc2Cl)sc2cc(S(N)(=O)=O)ccc21,1697,1678
COc1ccc(NC(=O)CC2C(=O)N(C)C(=S)N2Cc2ccc3c(c2)OCO3)cc1 (stereo unspecified),1666,1557
COC(=O)c1c(C)[nH]c(C(=O)NCc2ccco2)c1C,2079,1565
Cc1cccnc1NC(=O)c1cc2ccccc2oc1=O,1703,1480
CCOC(=O)c1nc(NCc2ccccc2C)c2ccccc2n1,1699,1449
Cc1cccc(N2C(=O)CSC23CCCCC3)c1,1981,1529
N#Cc1ccsc1NC(=O)CCc1ccccc1,1769,1357
NC(=O)C1CCN(C(=O)c2cc(S(=O)(=O)N3CCOCC3)ccc2Cl)CC1,1364,1526

# Brought forward from above: 5 compounds, then new ones.
SMILES,SRC1 TRFRET art,SRC3 TRFRET art
Cc1cccnc1NC(=O)c1cc2ccccc2oc1=O,1703,1480
CCOC(=O)c1nc(NCc2ccccc2C)c2ccccc2n1,1699,1449
Cc1cccc(N2C(=O)CSC23CCCCC3)c1,1981,1529
N#Cc1ccsc1NC(=O)CCc1ccccc1,1769,1357
NC(=O)C1CCN(C(=O)c2cc(S(=O)(=O)N3CCOCC3)ccc2Cl)CC1,1364,1526
COCc1cc(C)nc2oc(C(=O)c3ccccc3)c(N)c12,2036,1689
O=C(C1=C[C@@H](C2CC2)C[C@@H](OCc2ccc(CO)cc2)O1)N1CCOCC1,1500,1466
O=C(O)CCCCCn1c(SCC(=O)c2ccc(O)c(O)c2)nc2ccsc2c1=O,1985,1652
O=C(CN1C(=O)C2CC=CCC2C1=O)Nc1nc2ccccc2s1 (stereo unspecified),1678,1509
CC(C)N1CCN(Cc2ccoc2)CC1CCO (stereo unspecified),1961,1461
CC(CCc1ccccc1)NC(=O)C1CCN(S(=O)(=O)N2CCOCC2)CC1 (stereo unspecified),1925,1636
CCCCCCC(=O)N/N=C/c1ccco1,1743,1700
COc1ccc(NC(=O)CCC(=O)c2cccs2)cc1S(=O)(=O)Nc1ccccc1Cl,1812,1427
Cc1ccc(NC(=O)CCC(=O)NNC(=O)CCc2ccccc2)c(C)c1,1582,1286
O=C(O)c1cccc(S(=O)(=O)Nc2cccc(S(=O)(=O)N3CCCCCC3)c2)c1,1807,1429
CC(=O)Nc1ccc(-c2csc(Nc3ncccn3)n2)cc1,1631,1501
O=C(COC(=O)c1ccc([N+](=O)[O-])o1)Nc1cccc2ccccc12,1825,1847
CC(=O)Nc1ccc(/C=N\NC(=O)CNS(=O)(=O)c2ccc([N+](=O)[O-])cc2)cc1,1717,1327
C=CCNC(=S)N/N=C/c1ccc(N(CC)Cc2ccccc2)cc1,1561,1530
CN(C)CCCN(Cc1ccccc1)C(=S)Nc1ccc(OC(F)F)cc1,1727,1629
O=C(NCCCN1CCC(Cc2ccccc2)CC1)C1CCN(S(=O)(=O)N2CCC3(CC2)OCCO3)CC1,1934,1613
COc1cc(NC(=O)C(C)Oc2ccccc2)cc(OC)c1 (stereo unspecified),1898,1599
Cc1c2cnn(CC(=O)N3CCN(c4ncccn4)CC3)c(=O)c2c(C)n1Cc1ccc(F)cc1,1653,1494
CC(C)=CCC/C(C)=C/COc1ccc2ccc(=O)oc2c1,1848,1611
COc1ccc(NC(=O)c2ccco2)cc1NC(=O)c1ccco1,1701,1404
O=C1/C(=C/c2ccco2)Cc2ccccc21,1813,1639
O=C(CCCOc1ccccc1)NC(=S)Nc1ccccc1,1952,1502
CC1(C)CC2(CC(c3ccccc3)Oc3cc(O)ccc32)NC(=S)N1 (stereo unspecified),1659,1558
COc1ccc(CNC(=S)N/N=C/c2ccncc2)cc1,1970,1528
CC(C)/C=C1\CC/C(=C\c2cccnc2)C1=O,1933,1591
CC/C(=N/Nc1ccc(Cl)cc1)c1cnnc(SC)n1,1592,1626
O=C(NCCCn1ccnc1)c1ccc(N2CCCCCC2)c([N+](=O)[O-])c1,2132,1482
CC(=O)c1c(C)oc2ccc(NS(=O)(=O)c3cccs3)cc12,1782,1343
Cc1cccc(NN=C2c3ccccc3-c3ccccc32)c1,2015,1713
CC(C)c1ccccc1OCCNC(=O)c1cccnc1,1937,1688
O=C(OCC(=O)c1ccc[nH]1)c1ccc2ccccc2n1,1984,1557
CN(c1ccccc1)S(=O)(=O)c1ccc(Cl)c(C(=O)NCCc2c[nH]c3ccccc23)c1,1922,1690
CCC(=O)Nc1c(S(=O)(=O)c2ccccc2)c2nc3ccccc3nc2n1C(C)c1ccccc1 (stereo unspecified),1953,1537
Cn1c(=O)[nH]c(=O)c2c1nc(CN1CCOCC1)n2CCCc1ccccc1,1725,1383
COC(=O)c1ccccc1N1CCS(=O)(=O)CC1,1885,1591
O=C(O)CCc1nc2cc3ccccc3cc2[nH]1,1601,1657
O=C(CNC(=O)OCc1ccccc1)NC1CCCCCC1,1941,1643
c1ccc(CC2CCN(c3ncnc4sccc34)CC2)cc1,2098,1625
CC1Cc2ccccc2N1C(=S)NC(=O)c1ccc(Cl)cc1Cl (stereo unspecified),2010,1598
O=C(CCc1ccccc1)NC(=S)Nc1cccc(Br)c1,1940,1593
Cc1ccccc1NC(=O)Cn1c(=O)n(-c2ccc(CC(=O)NCC3CCCO3)cc2)c(=O)c2ccccc21 (stereo unspecified),1783,1784
S=C(NCCOCCOCCNC(=S)Nc1ccccc1)Nc1ccccc1,2020,1511
Cc1ccc(-n2c(=S)[nH]c3nc4c(cc3c2=O)COC(C)(C)C4)cc1,1836,1561
COc1cccc(/C(C)=N/NC(=O)c2cc(-c3cccnc3)nc3ccccc23)c1,1791,1429
COc1ccc(Cn2nnnc2C(c2ccccn2)N2CCN(c3cc(Cl)ccc3C)CC2)cc1 (stereo unspecified),1798,1633
Cc1ccc(N2CCN(C(=O)Nc3cccc([N+](=O)[O-])c3)CC2C)cc1 (stereo unspecified),1918,1683
C=CCCC1(C)C(=O)N(c2ccccc2)c2ccccc21 (stereo unspecified),1819,1536
C=C(C)CN(CC)C(=O)CCc1nnc(CCc2c[nH]c3ccccc23)o1,1696,1461

# Profiles, quoted from the list.
# Shown for `Cc1ccc(-n2c(=S)[nH]c3nc4c(cc3c2=O)COC(C)(C)C4)cc1` : SRC1 TRFRET art: 1836; SRC3 TRFRET art: 1561
# Shown for `c1ccc(CC2CCN(c3ncnc4sccc34)CC2)cc1` : SRC1 TRFRET art: 2098; SRC3 TRFRET art: 1625
# Shown for `CC1Cc2ccccc2N1C(=S)NC(=O)c1ccc(Cl)cc1Cl` (stereo unspecified) : SRC1 TRFRET art: 2010; SRC3 TRFRET art: 1598

# Other records.
SMILES,SRC1 TRFRET art,SRC3 TRFRET art
Cc1ccc(Cl)c(NC(=O)COC(=O)CNS(=O)(=O)/C=C/c2ccccc2)c1Cl,1986,1586
CCn1c(=O)cc(OCC(=O)NCCc2cccc(C)c2)c2ccccc21,1998,1527
Cc1ccc(-n2c(N)c(C(=O)Nc3c(C)n(C)n(-c4ccccc4)c3=O)c3nc4ccccc4nc32)cc1C,1418,1485
COc1ccc(CCNC(=O)COc2ccc(N(C)S(=O)(=O)c3ccc(Cl)cc3)cc2)cc1,1804,1751
COc1cccc(NC(=O)CN(c2ccc3c(c2)OCO3)S(C)(=O)=O)c1,1873,1419
Cc1cccc(NC(=O)CN2CCSc3ccccc32)c1,1614,1493
COc1ccc(N2CC(NC(=O)N3CCc4ccccc43)CC2=O)cc1OC (stereo unspecified),1870,1574
Cc1ccc(N(CC(O)Cn2nc(C)cc2C)S(=O)(=O)c2ccc3ccccc3c2)cc1 (stereo unspecified),1768,1533
Cc1cc(C=C2C(=O)c3ccccc3C2=O)c(C)n1C,1979,1873
Cc1nc(CNS(=O)(=O)c2ccccc2F)cs1,1599,1565
Cc1cc(C)nc(N/N=C/C2=C(N3CCOCC3)C(=C\c3ccc(Cl)cc3)/CC2)n1,1871,1373
COc1n[nH]c(C(=O)NCc2ccccc2)c1[N+](=O)[O-],1815,1361
COc1ccccc1N(C)S(=O)(=O)c1ccc(C(=O)OCC(=O)N2CCCCCC2)cc1,2085,1708
CN(C)/C=C(\C=O)c1c(Cl)cccc1Cl,2039,1642
Cc1nc2ccccc2c(=O)n1NC(=O)C1CC1C (stereo unspecified),1982,1543
CCN(CC)S(=O)(=O)c1ccc(OC)c(NC(=O)c2ccc3c(c2)OCO3)c1,1784,1419
O=C1CCc2cc(S(=O)(=O)NC(Cc3ccccc3)C(=O)N3CCN(c4ccccn4)CC3)ccc2N1 (stereo unspecified),2159,1681
O=C(NCCc1ccccc1)Nc1ccc2c(c1)OCO2,1888,1441
CCC1(c2ccc(F)cc2)NC(=O)N(CC(=O)Nc2ccc(C)c(S(=O)(=O)N3CCOCC3)c2)C1=O (stereo unspecified),1742,1693
O=C(OCCOc1ccc(Br)cc1)c1ccc(Cl)nc1,1779,1603
CC(C)CN(C(=O)CN1CCN(c2ccccc2F)CC1)c1c(N)n(CC(C)C)c(=O)[nH]c1=O,2120,1853
Cc1ccc(-c2nc3ccccc3[nH]2)cc1NC(=O)c1sc2cc(Cl)ccc2c1Cl,1966,1668
CC(=O)Nc1ccc(NS(=O)(=O)c2ccc3[nH]c(=O)[nH]c3c2)cc1,1954,1646
O=C(CN1CCOCC1)N/N=C/C=C/c1ccccc1,1667,1588
O=C(O)c1cccc(N=NN2CCOCC2)c1,1854,1579
O=C(NCc1ccco1)c1cccc(S(=O)(=O)N2CCOCC2)c1,1781,1569
CCC1(CC)NC(=O)N(CC(=O)OCC(=O)NC(=O)c2ccccc2)C1=O,1616,1493
CCC(=O)Nc1ccc(C(=O)NNC(=O)C(c2ccccc2)c2ccccc2)cc1,1593,1626
CCC(C)NC(=O)Cn1nc(C(F)(F)F)c2c1CCC2 (stereo unspecified),1952,1558
CC1CCCC(C)N1C(=O)C1CCCCC1 (stereo unspecified),1728,1402
O=C(CSc1nc2ccccc2[nH]1)N=Nc1c(O)[nH]c2ccccc12,1741,1518
Cc1cc(C)nc(NC(=O)c2c(-c3ccccc3Cl)noc2C)c1,1896,1475
COc1ccc(C(=O)Nc2cc(OC)c(Cl)cc2OC)cc1,1670,1733
C/C(=N\NC(=O)c1ccc(NS(=O)(=O)c2cccs2)cc1)c1ccc(Cl)cc1,1887,1708
CN(C)C(=O)CSc1n[nH]c(=O)[nH]c1=O,1783,1745
CCC(Sc1nncn1C)C(=O)Nc1cc(C)on1 (stereo unspecified),2097,1401

# 7 compounds already listed, sorted by formula weight, high to low.
SMILES,SRC1 TRFRET art,SRC3 TRFRET art
CCC1(c2ccc(F)cc2)NC(=O)N(CC(=O)Nc2ccc(C)c(S(=O)(=O)N3CCOCC3)c2)C1=O (stereo unspecified),1742,1693
COc1cccc(/C(C)=N/NC(=O)c2cc(-c3cccnc3)nc3ccccc23)c1,1791,1429
O=C(NCCCn1ccnc1)c1ccc(N2CCCCCC2)c([N+](=O)[O-])c1,2132,1482
CCn1c(=O)cc(OCC(=O)NCCc2cccc(C)c2)c2ccccc21,1998,1527
O=C(CSc1nc2ccccc2[nH]1)N=Nc1c(O)[nH]c2ccccc12,1741,1518
Cc1cccnc1NC(=O)c1cc2ccccc2oc1=O,1703,1480
O=C(CN1CCOCC1)N/N=C/C=C/c1ccccc1,1667,1588

# More compounds
SMILES,SRC1 TRFRET art,SRC3 TRFRET art
O=c1nc2n(c3c1oc1ccccc13)Cc1ccccc1-2,1849,1509
COc1ccccc1OCC(=O)NCc1nc(-c2ccccc2)no1,1937,1394
Cc1cccc(NC(=O)CN2C(=S)NC(C)(C)CC2C)c1C (stereo unspecified),1595,1449
Nc1nc(SCn2nnc3ccccc3c2=O)n[nH]1,1627,1602
CCN(CC(=O)Nc1ccc(N2CCOCC2)cc1)C(=O)c1ccc(C(F)(F)F)cc1,1942,1555
COc1cccc(C2c3[nH]c4ccccc4c3CCN2Cc2cccc(C)n2)c1 (stereo unspecified),1687,1521
CCOc1cc(CNc2ccc(N3CCN(C(C)=O)CC3)cc2)cc(Br)c1OC,2072,1823
O=C(NN1C(=O)c2ccccc2NC12CCCCC2)c1ccccc1,1905,1505
Cc1cccc(OCC(O)CN2CCN(CCN3C(=O)c4cccc5cccc(c45)C3=O)CC2)c1C (stereo unspecified),1848,1605
CSCCC(NC(=O)/C(=C/c1ccc(F)cc1)NC(C)=O)C(=O)O (stereo unspecified),1788,1782
O=C(CSC1=NCCS1)Nc1ccc2ccccc2c1,1737,1573
O=C(O)CC(NC(=O)C1CCCCC1)c1cc([N+](=O)[O-])ccc1Cl (stereo unspecified),1755,1482
COc1ccc(O[C@H]2C=C[C@@H](c3ccccc3)O[C@@H]2COC(=O)CCC(C)=NO[C@@H]2O[C@H](COC(C)=O)[C@@H](OC(C)=O)[C@H](OC(C)=O)[C@H]2OC(C)=O)cc1,1533,1266
CC(=O)Cn1ncc(N2CCOCC2)c(Br)c1=O,1488,1432
COc1ccc(/C=N/NC(=O)CC2N=C(Cc3ccccc3)NNC2=O)cc1OC (stereo unspecified),2081,1657
Clc1ccc(-c2nc(/C=N/N3CCOCC3)c3ccccn23)cc1,2095,1524
COc1ccc(C(=O)Nc2cc(C(C)=O)c(C)oc2=O)cc1,2037,1457
COc1ccc(C(=O)N2CCC(C(=O)Nc3ccccc3C)CC2)cc1OC,1649,1696
Clc1ccc(Cn2cnc3ccccc32)cc1,1544,1462
COc1cc(NC(=O)CSc2nncn2C)c(C)cc1[N+](=O)[O-],1733,1635
CC(C)CC(=O)Nc1cccc(C(C)O)c1 (stereo unspecified),1900,1744
Cc1ccc(NC(=O)CN2C(=O)N/C(=C\c3cccn3-c3cccc(C(=O)O)c3)C2=O)cc1,1827,1458
